KDM5B inh – Primary screen for KDM5B Histone Demethylases FDH-coupled qHTS; Lysine-specific demethylase 5B (Homo sapiens), Q9UGL1; KDM5B demethylase, FDH-coupled NADH fluorescence (FDH is formaldehyde dehydrogenase); Potency, µM (highest dose often 57.7 µM), without a hit: at the top dose activity change, negative = inhibition, hits mostly inhibitors; 220,000 tested, 2.6% active; AID 1347165, 2019; active = well fitted inhibition curve with a large enough effect; inconclusive = small, poorly fitted or top-dose-only effect; inactive = no such curve, though single readings can be large or run the other way; note: 0% is about no effect; nearly all actives have a fitted effect of over 70% in size
Target sequence (Q9UGL1 whole entry, looked up): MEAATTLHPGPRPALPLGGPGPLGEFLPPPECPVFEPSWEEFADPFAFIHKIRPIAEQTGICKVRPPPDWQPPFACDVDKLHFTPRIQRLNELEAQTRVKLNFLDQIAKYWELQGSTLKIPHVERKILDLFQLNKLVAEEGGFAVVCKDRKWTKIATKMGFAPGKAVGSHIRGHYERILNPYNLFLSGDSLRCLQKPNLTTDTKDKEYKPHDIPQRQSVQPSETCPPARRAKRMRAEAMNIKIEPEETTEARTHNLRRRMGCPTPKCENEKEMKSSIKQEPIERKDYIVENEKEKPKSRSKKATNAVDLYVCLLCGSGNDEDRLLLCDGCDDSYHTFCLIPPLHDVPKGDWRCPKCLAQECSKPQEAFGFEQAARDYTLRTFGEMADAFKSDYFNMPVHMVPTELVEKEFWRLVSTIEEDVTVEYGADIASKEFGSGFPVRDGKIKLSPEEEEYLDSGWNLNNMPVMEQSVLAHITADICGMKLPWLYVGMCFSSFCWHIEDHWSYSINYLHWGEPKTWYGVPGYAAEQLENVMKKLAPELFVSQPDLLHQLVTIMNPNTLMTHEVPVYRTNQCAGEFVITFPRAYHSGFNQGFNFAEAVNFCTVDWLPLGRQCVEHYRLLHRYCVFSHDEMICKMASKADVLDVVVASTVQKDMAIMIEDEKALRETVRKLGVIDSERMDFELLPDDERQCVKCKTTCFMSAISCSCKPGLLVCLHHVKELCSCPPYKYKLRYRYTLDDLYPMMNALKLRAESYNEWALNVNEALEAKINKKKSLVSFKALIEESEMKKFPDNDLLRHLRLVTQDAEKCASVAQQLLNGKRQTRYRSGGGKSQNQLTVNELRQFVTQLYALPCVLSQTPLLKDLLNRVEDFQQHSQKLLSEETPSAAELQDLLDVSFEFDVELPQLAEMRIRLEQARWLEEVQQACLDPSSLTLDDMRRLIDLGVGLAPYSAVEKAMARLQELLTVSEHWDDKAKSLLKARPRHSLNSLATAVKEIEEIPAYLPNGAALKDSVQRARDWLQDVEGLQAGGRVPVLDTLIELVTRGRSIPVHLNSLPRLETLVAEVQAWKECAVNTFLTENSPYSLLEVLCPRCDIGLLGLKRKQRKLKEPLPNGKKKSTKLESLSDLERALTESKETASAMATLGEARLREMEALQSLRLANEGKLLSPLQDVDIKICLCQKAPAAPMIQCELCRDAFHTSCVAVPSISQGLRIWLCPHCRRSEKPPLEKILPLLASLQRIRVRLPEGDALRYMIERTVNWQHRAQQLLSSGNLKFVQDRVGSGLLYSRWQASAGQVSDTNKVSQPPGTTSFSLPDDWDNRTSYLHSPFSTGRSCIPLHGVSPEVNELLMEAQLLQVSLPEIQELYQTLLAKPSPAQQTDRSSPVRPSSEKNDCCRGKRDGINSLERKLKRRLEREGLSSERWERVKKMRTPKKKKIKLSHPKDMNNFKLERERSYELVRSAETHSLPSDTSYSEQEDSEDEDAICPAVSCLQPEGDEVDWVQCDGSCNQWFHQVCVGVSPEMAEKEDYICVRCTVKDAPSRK
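qHTS format, multiple compound concentrations. Buffer 50 mM HEPES pH 7.5/0.01% Tween-20; 200 nM KDM5BΔAP final; 10 min compound preincubation; substrate-mix levels 12.5 µM peptide, 25 µM α-KG, 0.25 mM NAD⁺; 30 min RT; ΔRFU.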
Starred values were filed as active, the others as inactive; i = inactive; ? = inconclusive; & = joins results of further samples; [ ] = dose if it differs, or a comment. Potency is the fitted concentration of half-maximal effect. The list is partial (hit frequency here may not be typical).

SMILES	KDM5B inh
COc1ccc(CN2C(=O)COC[C@H]2C(=O)NCc2cccc(OC)c2OC)cc1	3%
COc1ccc(-c2noc(N3CCN(c4cccc(C)c4C)CC3)n2)cc1OC	-14%
Cc1nc2c(c(=O)c3ccccc3n2C)c(=O)n1-c1ccccc1	-1%
CC(=O)c1cccc(OCc2coc(-c3cccc(F)c3)n2)c1	18%
CC(CNC(=O)CN1C(=O)c2cccnc2Oc2ccc(Cl)cc21)c1ccccc1 (stereo not given)	?
O=C(CC1CCCC1)N1CCC(Cc2nncn2Cc2ccccc2)C1 (stereo not given)	7%
COc1ccc(C(NC(=O)c2cccc(-n3cnnc3)n2)C2CC(O)C2)cn1 (stereo not given)	-18%
COCc1cc(=O)n(CC(=O)Nc2cc(OC)c(OC)c(OC)c2)c(N2CCOCC2)n1	?
CCOC(=O)c1ccccc1NC(=O)CN(c1ccccc1)S(=O)(=O)c1ccc(OCC)cc1	?
O=C(Cn1c(=O)n(Cc2ccc(C(=O)NCc3ccc4c(c3)OCO4)cc2)c(=O)c2ccccc21)Nc1ccc(F)cc1F	-1%
Cc1nc(Nc2ccccc2F)sc1C(=O)Nc1ccccc1	-16%
Cc1ccc(C(NC(=O)c2cc(=O)c3cc(C)ccc3o2)C2CC2)cc1 (stereo not given)	2%
Cc1ccc2occ(CC(=O)Nc3sc4c(c3C(=O)NCc3ccco3)CCCC4)c2c1	-17%
CCOC(=O)c1cc2c(=O)n3ccccc3nc2n(CC2CCCO2)c1=NC(=O)c1ccc(C(C)(C)C)cc1 (stereo not given)	?
CCOc1ccc(NCc2cccn2-c2nnc(N3CCC(C(=O)NCc4ccccc4Cl)CC3)s2)cc1	?
CC(C)Nc1ncc(C(=O)NC2CC(=O)N(Cc3cccc(F)c3)C2)cn1 (stereo not given)	22µM*
Cc1nnc(SCC(=O)Nc2sc3c(c2C(N)=O)CCC(C)C3)[nH]c1=O (stereo not given)	-30%
Cc1ccc(-n2ncc(C(=O)NCCN3CCc4ccccc4C3)c2C2CCNCC2)cc1C	-3%
O=c1[nH]c(C2CCCN(Cc3ccsc3)C2)nn1-c1ccc(Cl)cc1 (stereo not given)	-25%
Cc1nc2cc(F)ccc2cc1C(=O)N1CCN(Cc2ccccc2F)CC1	9%
Cc1ccc(-c2cc(C(=O)NCCO)c3ccccc3n2)cc1	?
Clc1cccc(-c2nc(CN3CCCC3c3nnc4ccccn34)co2)c1 (stereo not given)	12%
CC1(COCC2CC2)COc2ccc(C(=O)Nc3ccc4[nH]ccc4c3)cc2N1 (stereo not given)	-29%[86.2 µM]
O=C(NCc1ccccc1)c1ccc2c(c1)CCN2S(=O)(=O)c1ccc(Cl)cc1	6%
CCC1c2ccsc2CCN1C(=O)/C=C/c1ccc(C)cc1 (stereo not given)	15%
Continued:
SMILES	KDM5B inh
CCCn1c2ccccc2c2cnn(CC(=O)NCC3CCN(Cc4ccc(F)cc4)CC3)c(=O)c21	?
Cc1cccc(C(=O)NCC(O)(c2ccccc2)C(F)(F)F)c1 (stereo not given)	-1%
COc1ccc(N2CC3CCC(C2)N3Cc2cccc(-c3ccsc3)c2)cc1	12%[115 µM]
O=C(NCc1cccnc1)c1cccc2ccccc12	-1%
Cc1ccc(N2C(=O)c3cccnc3C2Nc2ccc3c(c2)OCO3)cc1 (stereo not given)	-21%
CCc1noc(-c2ccn3c(CNC(=O)Cc4cccc(F)c4)nnc3c2)n1	i
Cn1nccc1C(=O)N1CCC(Oc2cccnc2)C1 (stereo not given)	-12%
CS(=O)c1ccc(C(=O)NCc2ccc(-c3nc4ccccc4s3)o2)cc1 (stereo not given)	?
CCOc1ccc(CNC(=O)C2c3ccccc3CC(=O)N2CC)cc1 (stereo not given)	16%
COCc1nc(-c2ccc(NC(=O)Cn3nc4c(cc3=O)CCCC4)cc2)n[nH]1	15%
CCc1ccc(C(=O)c2cnc3ccc(OC)cc3c2N2CCOCC2)cc1	4%
COc1ccc(C(=O)N2CCOCC3(C2)CN(c2nccs2)C3)cc1OC	-9%[86.2 µM]
CC(C)NC(=O)c1ccc(Cn2c(SCc3ccc(F)cc3)nc3cccnc32)cc1	?
c1cncc(-c2nnc([C@H]3CCN(Cc4c[nH]c5ccccc45)C3)o2)c1	?
COc1ccc(C(=O)CC(=O)C(=O)Nc2cccc(F)c2)cc1	?
Cc1c(C(=O)N2CCOCC2)c(S(=O)(=O)Nc2cccc3c2CCCC3)c(C)n1C	4%
Cc1cccc(NC(=O)CSc2nc(=O)n(CCN3CCOCC3)c3c2CCC3)c1C	-6%
Cc1ccc2nc(C3CCCN(CC4CCCC4)C3)[nH]c(=O)c2c1 (stereo not given)	10%[86.2 µM]
N#C/C(=C/c1ccc([N+](=O)[O-])cc1)c1ccc(C(F)(F)F)cn1	-61%
O=C(NC[C@H]1OC[C@@H](NC2CCC2)[C@@H]1O)c1ccc(F)cc1	-8%[86.2 µM]
O=C(NC1CCCN(c2cc(-c3ccc(F)cc3)[nH]n2)C1)c1ccc(Br)o1 (stereo not given)	?
COC(=O)CNC(=O)c1cc(-c2cccs2)nc2ccccc12	231%[activator]
O=C(NCCc1ccc(Cl)cc1)C1CCOCC1	18%
CN1C(=O)[C@@H]2C[C@@H](CN2Cc2ccc(OC(F)(F)F)cc2)Oc2ccccc21	12%[86.2 µM]
O=C1NCCN2CC3(CCN(C(=O)Nc4ccc5c(c4)OCCO5)CC3)CC12 (stereo not given)	25µM*
(further entries)
SMILES	KDM5B inh
O=C1NCC2(CCN(C(=O)c3ccccc3F)CC2)Oc2ccccc21	3%
CCc1nc(-c2ccc(C(=O)N3CCOCC3)cc2)n(-c2cccc(C)n2)n1	37%[activator]
O=C(c1ccc(OC(F)(F)F)cc1)N1CC2CC(C1)[C@H]1CCCC(=O)N1C2 (stereo not given in full)	23%
CC(NC(=O)c1ccc(NC(=O)CC2SC(N3CCCC3)=NC2=O)cc1)c1ccccc1 (stereo not given)	26%
CSCC(=O)N1CCN2C(=O)c3cc(-c4ccccc4F)ccc3NC(=O)[C@H]2C1	?
O=C(OCCOc1cccc(Cl)c1)c1cc(=O)c2ccccc2o1	-1%
Cc1ccc(C)c(NC(=O)C(Sc2nnnn2C2CCCC2)c2ccccc2)c1 (stereo not given)	-9%
O=C(O)CC1(CC(=O)Nc2ccccc2NS(=O)(=O)c2ccc(F)cc2)CCCCC1	13%
Cn1nc(C(=O)N2CCN(c3ccccc3F)CC2)c2c1-c1ccccc1SC2	?
CCc1ccccc1OCC(=O)c1ccc2c(c1)N(CCCC(=O)NCCOC)C(=O)CO2	2%
O=C1CO[C@H]2CN(C3CCOCC3)C[C@H]2N1c1ccccc1	5%[86.2 µM]
Cc1[nH]c2ccccc2c1CC(=O)NCc1ccccc1	7%
CCC(C(=O)NC1CCN(c2cnn(CC)c(=O)c2)CC1)c1ccccc1 (stereo not given)	24%
COc1ccc(CCNC(=O)CCc2c(C)nn(C)c2C)cc1OC	-8%
CC(C)(C)c1nc2cc(NC(=O)CNC(=O)c3ccco3)ccc2o1	9%
O=C(NCc1ccccc1)c1cnc(Cl)c(Cl)c1	2%
Cc1nc2sc(C(=O)N(C)c3ccccc3)c(NC(=O)c3ccccc3Cl)c2c(C)c1C	9%
O=C(C1CC1)N1CCC(n2cc(-c3nc(-c4ccccc4)no3)nn2)CC1	5%
O=C(O)c1c2c(nc3ccc(S(=O)(=O)N4CCC(C(=O)NCc5ccc(Cl)cc5)CC4)cc13)CCCC2	?
CC(C)C(=O)N1CCC2(CC1)OC(=O)N(Cc1ccccc1)C2(C)c1cccnc1 (stereo not given)	-18%[86.2 µM]
O=C(CS(=O)(=O)c1nc(-c2ccc(Cl)cc2)cn1-c1ccccc1)Nc1ccc(F)cc1F	-71%
O=C(NCCc1cccc(F)c1)c1ccccn1	15%
O=C(COC(=O)c1cc2c(s1)CCCCC2)NC(=O)NC1CCCC1	9%
CC(=O)Nc1cccc(-c2nc(-c3c(C)noc3C)cc3c2cc(-c2ccccc2)n3C)c1	35µM*
O=C(CCSc1ccc(F)cc1)NCc1cccc(Cl)c1	22%

Overlap with the part before: five compounds; new compounds follow.
SMILES	KDM5B inh
O=C(CS(=O)(=O)c1nc(-c2ccc(Cl)cc2)cn1-c1ccccc1)Nc1ccc(F)cc1F	-71%
O=C(NCCc1cccc(F)c1)c1ccccn1	15%
O=C(COC(=O)c1cc2c(s1)CCCCC2)NC(=O)NC1CCCC1	9%
CC(=O)Nc1cccc(-c2nc(-c3c(C)noc3C)cc3c2cc(-c2ccccc2)n3C)c1	35µM*
O=C(CCSc1ccc(F)cc1)NCc1cccc(Cl)c1	22%
CCc1ccc2[nH]c(C)c(CN(CC)CC)c(=O)c2c1	-4%
CCCCC(=O)Nc1ccc(-c2nc(-c3ccccc3)co2)cc1	-11%
O=C(/C=C/c1ccc([N+](=O)[O-])cc1)c1ccc(-c2ccccc2)cc1	-2%
CC(=O)Nc1cccc(C(=O)NCc2ccc3c(c2)CCN3C(C)=O)c1	-12%
COCC(=O)N1CC[C@@H]2[C@H]1C(=O)N(c1ccc(OC)cc1)C(=O)N2Cc1ccccc1	29%[86.2 µM]
CC(C)NC(=O)C1(C)CN(Cc2ccccc2)Cc2ccc(N3CCOCC3)nc21 (stereo not given)	28µM*
O=C1NC2(CCN(Cc3ccc(C(F)(F)F)cc3)CC2)COc2ccccc21	-33%
O=S(=O)(c1ccccc1Cl)N1CCN(C/C=C/c2ccccc2)CC1	-10%
O=S(=O)(c1ccc(N2CCN(Cc3cccc4ccccc34)CC2)nc1)N1CCCC1	-4%
O=C(NCc1ccncc1)c1nc(-c2cccnc2)c2cnccn12	?
COc1ccc(-c2nnc(-c3ccc(C)cc3)o2)cc1	25%
CN1CCC([C@@H]2CN(C(=O)c3ccc4[nH]ccc4c3)C[C@H]2C(N)=O)CC1	20%
COC(=O)C1CN(Cc2ccc(Cl)cc2)CCS(=O)(=O)N1Cc1cn(Cc2ccc(C)cc2)nn1 (stereo not given)	-4%
CCC(CC)C(=O)Nc1c(C)cccc1C	4%
FC(F)(F)c1ccc2nc([C@H]3CCN(Cc4ncc[nH]4)C3)[nH]c2c1	?
CC(=O)N1CCC2(CC1)CC(CC(=O)O)CCO2 (stereo not given)	4%
CC(C)(C)C(=O)NC(=S)NNC(=O)c1ccc(Cl)cc1Cl	?
Cc1ccc(Nc2nc(CN3CCN(S(=O)(=O)c4ccccc4F)CC3)cs2)cc1	-5%
CC(=O)c1ccc(NC(=O)c2nc3ccccc3nc2N2CCCCC2)cc1	-13%
Cc1noc(C)c1S(=O)(=O)N1CCC2(CC1)CC(N1CCN(C(C)C)CC1)CCO2 (stereo not given)	-8%
CCn1c(C)c(CCC(=O)NCC2CCCO2)c(=O)n2nc(-c3ccccc3OC)cc12 (stereo not given)	373%[activator]
Cc1ccc2[nH]cc(C(C(=O)O)N3CCN(c4ccccc4)CC3)c2c1 (stereo not given)	4%
Cc1ccc(C(=O)N2CCCN(S(C)(=O)=O)c3ccccc32)cc1C	3%
O=C(Nc1c(NCc2ccccc2)c2ccccc2oc1=O)c1cccc(Cl)c1	13%
CS(=O)(=O)N1CCCN(Cc2ccccn2)CCNC(=O)CC1c1ccccc1 (stereo not given)	?
The results go on:
SMILES	KDM5B inh
CCOc1ccc(N(CC(=O)NCc2ccc(C)cc2)S(=O)(=O)c2c(C)noc2C)cc1	-29%
CC(C)C(=O)N1CCC(C(=O)NCC2(c3ccc(F)cc3)CC2)CC1	12%
CC(=O)c1c(C)[nH]c(C(=O)C(C)OC(=O)c2cccc(F)c2)c1C (stereo not given)	18%
C=CCn1ccc(=NC=C(C#N)C#N)c2ccccc21	9%
CCOC(=O)c1cccc(NC(=O)CCc2c(C)nn(-c3ccc(N4CCOCC4)nn3)c2C)c1	1%&-20%
O=[S+]([O-])(c1cccc(C(F)(F)F)c1)N1CCn2c(nnc2-c2ccccc2)C1	9%
CCc1ccc(N2CC(c3noc(-c4nccc5ccccc45)n3)CC2=O)cc1 (stereo not given)	32µM*
C=C(C)CSc1nc(-c2ccccc2)cc(-c2ccc(OC)cc2)c1C#N	?
CN(C)CCNc1oc(COc2ccccc2)nc1C#N	-19%
COc1ccc(N(C)S(=O)(=O)c2cccc(C(=O)Nc3ccc4oc(C)nc4c3)c2)cc1	-12%
O=C(CN1C(=O)COc2ccccc21)NCCc1ccc(Cl)cc1	17%
Cc1ccc(NC(=O)c2cc(S(=O)(=O)N3CCOCC3)c(Cl)cc2Cl)cc1	17%&-12%
CCN(c1ccc(NC(=O)CCc2ccccc2)cc1)C(C)C	-9%
O=C(COc1cccnc1[N+](=O)[O-])NCc1ccc(F)cc1	7%
Cc1ccc(C(C(=O)NCc2ccc(F)cc2)N(C(=O)c2csnn2)C2CC2)cc1 (stereo not given)	26%
CCOc1ccccc1N1CCN(Cc2ccc(=O)n(CC)c2)CC1	-18%
Cc1cc(OCC(=O)Nc2ccccc2N2CCN(S(C)(=O)=O)CC2)cc(C)c1Cl	-7%
Cc1ccc(CN2CCN(c3nc4c([nH]3)c(=O)n(C)c(=O)n4C)CC2)cc1	8%
COc1ccc(C2=NS(=O)(=O)N(C)C(C(=O)NC(C)C)=C2)cc1OC	-12%
CCC(C)NC(=O)Cn1c(-c2ccc(F)cc2)nc(C)cc1=O (stereo not given)	7%
Cc1ccc(-n2nnc(C(=O)NC3CCCCCC3)c2C)cc1C	-2%
C#CCOC(=O)C[N+](C)(C)CC#Cc1ccccc1	22%

Sorted by count of non-hydrogen atoms (rising): some entries from above
SMILES	KDM5B inh
C#CCOC(=O)C[N+](C)(C)CC#Cc1ccccc1	22%
CCN(c1ccc(NC(=O)CCc2ccccc2)cc1)C(C)C	-9%
COc1ccc(C2=NS(=O)(=O)N(C)C(C(=O)NC(C)C)=C2)cc1OC	-12%

Screening results (PubChem BioAssay)
